Screening data: PubChem BioAssay, National Center for Advancing Translational Sciences (NCATS)
KCNH2 3.1 inh: blocks the human KCNH2 3.1 channel isoform; U2OS KCNH2 3.1, thallium flux FluxOr; stronger effect = lower value; activity change, % (tested at about 1.8 µM); 0.95% of 340,000 active;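 active means maximum activity change below -70%; inconclusive means maximum activity change from -70% to -50%; inactive means maximum activity change above -50%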;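 further: thallium influx rate constant from kinetic fluorescence after stimulation buffer; on the % scale 0 is the no-effect control and ±100 the full control effect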
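Channel expression came from 3.1 mutant virus (1.77 x 10^8 /mL) applied to suspended U2OS cells for 4 h. Flux was tracked with FluxOr dye plus Red40 quencher, and kinetic rate constants normalized to controls.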
ELG1 repair inh: blocks ELG1-dependent DNA repair in HEK293T cells | HEK293T ELG1-luciferase reporter, luminescence, 16 h; DNA damage induced by 5-fluorouridine | Potency, µM (series often up to 46.1 µM), for inactives: top-dose activity change, negative = inhibition, usual class: inhibitors | 2.3% of 330,000 active; further: potency means the concentration at half of the fitted maximal effect; on the % scale 0 is the no-effect control and ±100 the full control effect; nearly all actives have a fitted effect of over 55% in size
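Quantitative HTS, concentration-response format. 2,000 cells/well co-treated with 5-fluorouridine and compound, 16 hr in 5% CO2 at 37 °C; ONE-Glo luminescence read after 30 min.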
TRPV1 ag: human TRPV1 agonism | Q8NER1 | AID 540275 | TRPV1-expressing cells, Fluo-8 calcium influx, agonist mode | 0.19% of 320,000 active | activation, % at 8.33 µM; in the data active means activation above about 80%; inconclusive means between about 30% and that limit; further: 0% is about no effect
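Cells expressing TRPV1 were dye-loaded with Fluo-8 and read kinetically: 10 s baseline, 3 min after compound (agonist portion), then 2 min after EC20 capsaicin (allosteric enhancer portion). Calcium-bound dye fluorescence at 480/520 nm.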
KCNH2 WT inh: KCNH2 (human, wildtype) channel inhibition; Q12809; U2OS, BacMam KCNH2, thallium flux FluxOr; stronger effect = lower value; activity change, % at 1.84 µM; 0.37% of 340,000 active; AID 720551;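 active means maximum activity change below -70%; inconclusive means maximum activity change between -70% and -50%; inactive means maximum activity change above -50%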; further: on the % scale 0 is the no-effect control and ±100 the full control effect
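U2OS cells transduced with wild-type KCNH2 virus are loaded with FluxOr dye for 45 min, and thallium flux is measured in kinetic reads before and after stimulation buffer. Rate constants are normalized to DMSO controls.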
USP2a inh: inhibitors of human ubiquitin-specific protease USP2a. USP2 core, Ub-CHOP2 coupled fluorogenic reporter, 485/531. 0.01% of 330,000 active. O75604. Potency, µM (series often up to 38.3 µM), without a hit: at the highest dose activity change, negative = inhibition, most hits filed as inhibitors. AID 463254;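 further: potency means the concentration at half of the fitted maximal effect; plate controls were DMSO wells for no effect and full inhibition by NEM control for full effect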
Target sequence (O75604 whole entry, looked up): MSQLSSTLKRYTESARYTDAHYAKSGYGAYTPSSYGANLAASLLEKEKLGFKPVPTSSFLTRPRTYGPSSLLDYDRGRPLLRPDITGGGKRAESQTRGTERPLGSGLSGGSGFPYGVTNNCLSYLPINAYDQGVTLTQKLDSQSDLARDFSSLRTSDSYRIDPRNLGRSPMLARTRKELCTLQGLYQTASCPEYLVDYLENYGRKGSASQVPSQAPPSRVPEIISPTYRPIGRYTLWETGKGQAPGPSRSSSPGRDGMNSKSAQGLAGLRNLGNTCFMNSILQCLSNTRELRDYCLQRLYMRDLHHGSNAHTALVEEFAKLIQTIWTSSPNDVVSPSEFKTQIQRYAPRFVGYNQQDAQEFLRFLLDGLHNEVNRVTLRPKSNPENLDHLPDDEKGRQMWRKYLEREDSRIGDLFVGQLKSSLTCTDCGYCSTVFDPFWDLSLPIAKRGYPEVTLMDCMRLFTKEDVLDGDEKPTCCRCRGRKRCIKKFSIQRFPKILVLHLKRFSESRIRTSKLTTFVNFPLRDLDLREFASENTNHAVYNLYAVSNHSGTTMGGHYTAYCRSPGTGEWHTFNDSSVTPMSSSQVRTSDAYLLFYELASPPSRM
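USP2 core (10nM final) preincubated 30min RT with compound in 20mM Tris-HCl pH 8.0, 2mM CaCl2, 2mM beta-mercaptoethanol, 0.05% CHAPS; 25nM Ub-CHOP2 plus 25nM reporter substrate added, fluorescence (Ex485/Em531) read after 60min.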
Eya2 inh: inhibitors of human Eya2 phosphatase activity. recombinant Eya2, OMFP fluorescence dephosphorylation (OMFP is methylfluorescein phosphate). Potency, µM (top dose mostly 76.9 µM), without a hit: at the top dose activity, negative = inhibition, most hits filed as inhibitors. AID 488837. 0.006% of 330,000 active. O00167; further: potency means the concentration at half of the fitted maximal effect; on the % scale 0 is the no-effect control and ±100 the full control effect
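Eya2 protein (added as 0.2 uM solution) was preincubated with compound for 10 min at ambient temperature in 50 mM HEPES pH 7.5, 50 mM NaCl, 5 uM MgCl2, 0.05% BSA, 1 mM DTT. OMFP (added at 50 uM) then reacted 10 min; fluorescence read at 485/525 nm.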
A-T KAP1 phos: potential ataxia-telangiectasia treatments restoring KAP-1 phosphorylation | […] A-T fibroblasts, KAP-1 phosphorylation AlphaLISA; neocarzinostatin DNA damage 30 min before lysis | Potency, µM (doses to about 57.5 µM), inactives show at the highest dose activation, hits mostly activators | 0.19% of 320,000 active | AID 485349; further: potency means the concentration at half of the fitted maximal effect; % of control where 0% means no effect; nearly all actives have a fitted effect of over 45% in size
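hTERT-immortalized A-T patient fibroblasts ([…]), 500 cells/well in OPTI-MEM, 1% FBS, got compounds for 60 min, then NCS for 30 min at 37C. Lysates were then assayed for phospho-KAP-1 by AlphaLISA (anti-pKAP1 donor, anti-KAP1 acceptor beads), 6 hr at 25C.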
TSHR antag: blocks TSH signaling through the human TSH receptor; P16473; TSHR-expressing cells, TSH-stimulated cAMP HTRF, 2 h; stronger effect = lower value; activity change, negative = inhibition, % at 11.5 µM; 0.2% of 330,000 active; AID 504810;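 active means activity change below a set negative limit, meaning inhibition stronger than a set level, cut at about -70% in these data; inconclusive means activity change between two set negative limits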; further: on the % scale 0 is the no-effect control and ±100 the full control effect
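Cell-based HTRF cAMP assay; TSHR cells + compound, TSH EC80 (4nM final), 2 h, 37 deg C. Lysis with anti-cAMP cryptate and cAMP-d2, 30 min RT, read 665/620 nm.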
TCR act: activates T cell receptor signaling | primary human leukocytes, anti-CD3, IL-2 HTRF, 48 h | Potency, µM (top dose mostly 9.22 µM), for the others: at the top dose activation of IL-2 secretion, hits mostly activators | 330,000 tested, under 10 active | AID 504894; further: % of control where 0% means no effect
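TCR engagement came from a-CD3 beads alone, with compounds added to primary human leukocytes for 48 hr. Secreted IL-2 bridged europium cryptate- and d2-labelled anti-IL-2 antibodies, giving FRET emission at 665nm after 320nm excitation.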
Mito fusion act: mitochondrial division inhibition or fusion activation; S. cerevisiae fusion-defective mutant growth rescue, CellTiterGlo 48 h; Potency, µM (highest dose often 46.1 µM), for inactives: at the top dose growth rescue (activation), hits mostly activators; 0.23% of 320,000 active;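 further: potency means the concentration at half of the fitted maximal effect; % of control where 0% means no effect; nearly all actives have a fitted effect of over 45% in size; temperature-sensitive fusion mutants such as fzo1-1 at 37 °C on non-fermentable ethanol glycerol medium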
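S. cerevisiae fusion-defective temperature-sensitive mutants (e.g. fzo1-1, mgm1-5) grown 48 h at 37C in YPEG (ethanol/glycerol non-fermentable) medium with 23 nl compound per well; growth rescue read as CellTiterGlo luminescence.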
* hit, by the source's call; ? = inconclusive; . = not tested or not shown; [ ] = dose if it differs, or a comment. Unless noted, the call rests on the fitted dose curve; in most records, active means well fitted curve in the direction sought with a large enough effect; inconclusive means small, poorly fitted or top-dose-only effect, or another doubt; inactive means no such curve, though single readings can be large; an effect the other way counts as inactive or inconclusive. Only part of the results is shown; count on the stated rates, not on these rows.

canonical_smiles,KCNH2 3.1 inh,ELG1 repair inh,TRPV1 ag,KCNH2 WT inh,USP2a inh,Eya2 inh,A-T KAP1 phos,TSHR antag,TCR act,Mito fusion act
O=C(NCC1COCCO1)C1CCN(S(=O)(=O)c2ccccc2)CC1 (stereo not drawn),-25,4%,-5,12,1%,-5%,3%,4,.,-3%
CCCn1c(/N=C/c2ccccc2O)nc2ccccc21,5,2%,-2,-8,-3%,-7%,-2%,3,-6%,1%
CCc1nn2c(=O)cc(CSCC(=O)Nc3ccccc3Cl)nc2s1,15,15%,1,4,2%,-11%,-4%,-1,-3%,-1%
CCOC(=O)c1cc(C)sc1/N=C/C1=C(O)CCCC1=O,11,0%,19,-4,4%,3%,3%,-3,-5%[46.1 µM],4%
CCSc1nc(=O)n(-c2ccccc2)c(C)c1C(C)=S,7,-3%,-1,-6,-1%,1%,8%,13,-5%[46.1 µM],-2%
Cc1ccc2c(C)c(C(=O)N(C)CCC3CCCCO3)oc2c1C (stereo not drawn),6,-2%,?,1,1%,-2%,-4%,-18,-6%,2%
CN(C)S(=O)(=O)c1ccc(N2CCCC2)c(C(=O)Nc2ccccc2N2CCOCC2)c1,6,-7%,11,26,4%,-16%,3%,4,-6%,3%
Cc1c(N)cccc1-n1cccc1,-8,24%,1,-6,2%,-17%,-2%,7,-18%,4%
CCOc1ccc(C(=O)O[C@H]2[C@H](Cc3ccccc3)NS(=O)(=O)[C@H]3C[C@@H]4C=C[C@]23O4)cc1,-23,2%,-2,1,-5%,3%,-4%,3,-1%,-1%
CCOc1ccccc1CNC(=O)C1CCC(=O)N1C(C)C (stereo not drawn),4,-2%,1,5,5%,9%,5%,1,-5%,1%
COC(=O)c1ccc(OCC(O)CNCC(c2ccc(OC)cc2)N(C)C)c(OC)c1 (stereo not drawn),1,?,-2,15,7%,5%,14%,1,2%,-2%
O=C(CC1C[C@H](C(=O)N2CCOCC2)[C@@]2(CCC3CCCC3)c3[nH]c4ccccc4c3CCN2C1=O)NCC12CC3CC(CC(C3)C1)C2 (stereo partly drawn),8,-17%,.,-9,3%,-8%,44%,-8,3%,.
Cc1ccc(C)c(S(=O)(=O)N2CCN(C(C(=O)Nc3ccc(F)cc3)c3ccccc3)CC2)c1 (stereo not drawn),-86*,?,6,6,-11%,0%,-4%,-2,-4%[46.1 µM],5%
C=CC(C)(O)CCC=C(C)C (stereo not drawn),-7,13%,-3,-6,0%,-7%,8%,-11,-1%,-3%
O=C(COC(=O)CCSc1ccc(Cl)cc1)NCCc1ccccc1,12,16%,2,0,4%,2%,-1%,-4,-4%[46.1 µM],-3%
CC1(CCC(=O)N2CCCC(N3CCN(c4cccc(C(F)(F)F)c4)CC3)C2)CC1 (stereo not drawn),-21,10%,8,14,3%,-19%,1%,-10,6%,-13%
N#CC1=C(N)Oc2ccccc2C12C(=O)Nc1n[nH]c(-c3ccccc3)c12 (stereo not drawn),-30,1%,2,-9,2%,5%,0%,3,-8%,-5%
COc1ccc2c(c1)O[C@H](c1ccc3c(c1)OCO3)[C@@H](OC(=O)Nc1cc(OC)c(OC)c(OC)c1)C2=O,.,?,1,.,-8%,8%,17%,-3,.,1%
COc1ccc(C(=O)NC2CCCc3c2cnn3-c2cccc(C)c2C)o1 (stereo not drawn),11,0%,5,-13,-1%,-2%,-1%,-15,1%,?
CC(C)(C)OC(=O)CNC(=O)c1[nH]cnc1C(=O)NC(c1ccccc1)c1ccccc1,3,-12%,?,-14,-10%,-19%,-1%,-9,-8%,-3%
Cc1nnc(SCc2cc(=O)[nH]c(Nc3nc(C)c4cc(C)c(C)cc4n3)n2)s1,-5,-7%,6,-3,-1%,6%,3%,-3,.,-2%
Cc1ccc(S(=O)(=O)Cc2nnnn2-c2ccccc2)cc1,4,-8%,5,-2,3%,11%,1%,4,-10%,0%
CCN1CCN(CCNC(=O)CCc2c(C)c3c(C)nn(-c4ccccc4)c3n(C)c2=O)CC1,12,-7%,1,1,0%,-4%,8%,-9,-2%,0%
CCCCNC(=O)C(C#N)c1nc2ccccc2nc1N1CCCC1 (stereo not drawn),.,-7%,6,.,1%,-29%,4%,-4,.,-6%
Cc1occc1-c1nnc(SCC(=O)c2ccc(F)cc2)o1,-17,?,25,-9,-1%,1%,-1%,-11,-2%,7%
CCn1nnc(NC(=O)c2ccc(Br)o2)n1,-3,?,0,-15,1%,-7%,-5%,-4,3%,5%
CC(=O)c1cc(F)c(N2CCN(CCC#N)CC2)cc1C,-4,?,-2,-18,1%,0%,5%,11,1%[46.1 µM],-5%
O=C(COC(=O)CCC(=O)c1ccc(F)cc1)NCc1ccccc1Cl,-8,11%,.,-6,3%,-2%,-2%,3,5%,.
CCC(=O)N1CCn2c1nc1ccccc12,-10,-1%,-1,-10,-1%,-4%,-4%,0,1%,2%
CCC(O)C1CCN(C(=O)c2cc(COc3ccc(F)cc3F)on2)CC1 (stereo not drawn),10,17%,?,8,5%,-6%,10%,8,10%,1%
CCOc1cc(/C=N/NC(=O)c2ccccc2OCc2ccc(F)cc2)ccc1O,24,5.8µM*,?,-4,-5%,-7%,1%,-16,6%,-1%
C/C(=N\NC(=O)Cc1ccccc1[N+](=O)[O-])c1cccnc1,15,6%,12,9,4%,2%,22%,21,-1%,1%
COc1ccc(-c2cc(C(=O)Nc3ccc(C(N)=O)cc3)c3ccccc3n2)cc1,-13,?,6,-1,4%,2%,2%,2,1%,-5%
N#Cc1ccc(-c2ccc(F)cc2)nc1Sc1ccccc1,-4,20%,4,-2,4%,-17%,4%,3,3%,0%
CC(C)CN1CCC(=O)N([C@H](CSc2ccccc2)Cc2ccccc2)CC1,-101*,-12%,?,-1,3%,0%,1%,4,1%,-3%
O=C(CN1CCN(c2cccc(C(F)(F)F)c2)CC1)N(C1CCCC1)C1CCS(=O)(=O)C1 (stereo not drawn),-7,-4%,-1,-17,0%,-3%,-9%,-9,-2%,0%
COCCNC(=O)C(=O)Nc1ccc(Cl)cc1C,-29,?,1,2,0%,0%,-2%,-10,-32%,3%
CCn1nnc(NC(=O)c2cccc(-c3cc4ccccc4oc3=O)c2)n1,-12,?,1,?,-3%,8%,3%,9,-12%,-2%
COC(=O)c1cc(C(=O)c2cc(F)ccc2O)cn2c(=O)c3c(C)c(C)sc3nc12,0,?,4,-2,-1%,-11%,-7%,-10,-6%,-14%
CCOC(=O)c1[nH]c(C)c(C(=O)OCC(=O)NCc2ccc(Cl)cc2)c1C,11,15%,1,-24,-1%,-1%,-8%,1,.,-3%
Cc1ccc(-n2c(C)c([N+](=O)[O-])c3ccc(O)cc32)cc1,.,?,.,.,-2%,-24%,4%,-4,.,10%
O=C(CSc1ncn[nH]1)Nc1ccc(OCc2ccccc2)cc1,-5,?,17,-6,0%,-7%,7%,8,0%,3%
COc1ccc(N2CCN(C(=O)c3ccc4[nH]c(C)c(C)c4c3)CC2)cc1,12,?,4,-16,-2%,1%,1%,2,3%,9%
COc1ccc(C2C(CC(=O)O)=C(Nc3ccccc3)C(=O)N2c2ccccc2)cc1 (stereo not drawn),-3,?,-4,-6,0%,-11%,2%,-10,7%,1%
CCOc1ccc(NC(=O)c2ccco2)cc1,2,?,21,4,1%,14%,-2%,-5,.,3%
O=C(NCCCN1CCOCC1)C1(c2ccccc2)CCCC1,-16,-12%,1,-7,2%,7%,-5%,2,-7%,-3%
Cc1cccc(C)c1NC(=S)Nc1ccc(Cl)c(Cl)c1,-1,18%,2,-24,0%,-7%,0%,2,-3%,-6%
CC(c1ccco1)N(C(=O)c1cccs1)c1ccccn1 (stereo not drawn),4,-7%,2,-30,-7%,-4%,-2%,-1,-3%,4%
COC(=O)[C@@]12CCCN1[C@H](c1ccc(-c3ccc4c(c3)OCO4)cc1)[C@H]1C(=O)N(C)C(=O)[C@H]12,-1,2%,.,4,3%,-12%,-3%,-16,7%,.
CC(C)(C)C(=O)O/N=C1\CCS(=O)(=O)c2sccc21,-16,-3%,-1,-2,2%,1%,-5%,-5,-8%,1%
